Source: PubChem
CXCR6 inh – inhibitors of human CXCR6 receptor. hit rate 0.36% among 360,000. O00574. inhibition, % at 20 µM. AID 602244. CHO-K1 PathHunter CXCR6 beta-arrestin, luminescence; in the data active = inhibition above about 34%, passing the limit was not always enough;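 note: antagonist mode with CXCL16 agonist at 10 nM final; 0% = 10 nM CXCL16 with DMSO and 100% = unstimulated wells without agonist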
Target sequence (O00574 whole entry, looked up): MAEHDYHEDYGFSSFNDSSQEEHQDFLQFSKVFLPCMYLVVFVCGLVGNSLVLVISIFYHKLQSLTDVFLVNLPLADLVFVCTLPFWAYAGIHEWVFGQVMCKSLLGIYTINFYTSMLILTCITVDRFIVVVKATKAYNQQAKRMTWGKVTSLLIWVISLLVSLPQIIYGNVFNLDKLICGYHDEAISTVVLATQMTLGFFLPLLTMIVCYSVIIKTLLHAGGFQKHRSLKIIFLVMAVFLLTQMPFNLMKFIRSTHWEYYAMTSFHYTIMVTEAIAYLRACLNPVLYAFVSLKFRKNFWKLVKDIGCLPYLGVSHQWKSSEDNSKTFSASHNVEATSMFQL
A3G deaminase – inhibitors of human APOBEC3G DNA deaminase; recombinant A3G, ssDNA deamination FAM/TAMRA fluorescence; inhibition, % at 20 µM; hit rate 0.28% among 330,000; AID 493012; Q9HC16;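 active = inhibition of at least 40% at 20 µM, with no more than 30% in the related APOBEC3A deaminase screen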;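 note: plate controls were DMSO wells with A3G for no effect and wells lacking A3G enzyme for full effect; some compounds called inactive have numbers as strong as hits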
Target sequence (Q9HC16 whole entry, looked up): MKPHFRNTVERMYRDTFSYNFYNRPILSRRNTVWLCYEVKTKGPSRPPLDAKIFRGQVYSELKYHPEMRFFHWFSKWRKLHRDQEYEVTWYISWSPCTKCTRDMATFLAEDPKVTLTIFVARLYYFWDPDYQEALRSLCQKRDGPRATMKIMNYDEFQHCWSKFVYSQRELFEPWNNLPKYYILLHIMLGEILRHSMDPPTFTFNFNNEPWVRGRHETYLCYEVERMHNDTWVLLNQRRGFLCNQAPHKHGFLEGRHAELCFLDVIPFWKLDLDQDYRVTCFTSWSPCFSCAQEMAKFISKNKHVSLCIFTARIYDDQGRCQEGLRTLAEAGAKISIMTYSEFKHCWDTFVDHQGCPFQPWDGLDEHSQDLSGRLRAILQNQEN
CCR6 antagonist – blocks CCL20-driven beta-arrestin recruitment at human CCR6; P51684; CHO-K1 CCR6 PathHunter beta-arrestin, luminescence, CCL20-stimulated; inhibition, % at 20 µM; hit rate 0.49% among 340,000;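 active = compounds whose inhibition of the agonist-driven luminescence signal at 20 µM reaches about 50%, limit read from the data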;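 note: cells stimulated with CCL20 at 14 nM final; plate controls were DMSO with CCL20 for no effect and DMSO without agonist for full effect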
MPTP inh – blocks calcium-induced mitochondrial swelling; isolated mouse mitochondria, Ca2+ swelling absorbance, 30 min; inhibition, % at 10 µM; AID 602449; hit rate 1.4% among 360,000;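 active = inhibition of 50% or more, scaled per plate between neutral and stimulator controls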;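 note: 0% = DMSO wells given calcium and 100% = 1 mM EGTA wells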
EBI2 block – antagonists of human EBI2 receptor; hit rate 0.81% among 360,000; inhibition, % at 5 µM; P32249; EBI2 beta-arrestin recruitment, luminescence, 7a,25-OHC stimulated; in the data active = inhibition above about 38%;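 note: enzyme fragment complementation signal reports receptor beta-arrestin coupling in cells; 0% = agonist plus DMSO wells and 100% = wells without agonist; some results beyond the cut were filed as inactive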
GRIN3A LBD mod – NR3A (human) ligand-binding domain modulation; NR3A LBD differential scanning fluorimetry, Tm shift; 0% = protein alone, 100% = glycine-bound protein; Tm shift relative to glycine control, % at 25 µM; hit rate 2.5% among 340,000;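 active = melting temperature shift of at least 10% of the positive control shift, at one fixed dose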
Gli-Sufu block – antagonists of Gli-Sufu signaling | Sufu-KO-LIGHT fibroblasts, Gli luciferase reporter luminescence | inhibition, % at 5 µM | hit rate 0.74% among 340,000 | AID 588413;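 active = inhibition above about 55%, limit read from the data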;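 note: 0% = DMSO-treated cells and 100% = wells with medium but no cells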
A3A deaminase – inhibitors of human APOBEC3A DNA deaminase. inhibition, % at 20 µM. P31941. recombinant A3A, FAM/TAMRA ssDNA deamination fluorescence. hit rate 0.41% among 330,000;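 active = at least 40% inhibition at 20 µM here, with at most 30% in a related deaminase screen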;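 note: plate controls were A3A with DMSO for no effect and wells lacking A3A enzyme for full effect; some results filed as inactive read as strong as hits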
Target sequence (P31941 whole entry, looked up): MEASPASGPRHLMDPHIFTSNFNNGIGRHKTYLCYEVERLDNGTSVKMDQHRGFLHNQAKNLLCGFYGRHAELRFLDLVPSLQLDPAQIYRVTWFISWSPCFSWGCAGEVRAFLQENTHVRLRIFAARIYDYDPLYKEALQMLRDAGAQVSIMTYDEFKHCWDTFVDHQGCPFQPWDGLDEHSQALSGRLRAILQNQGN
Numbers without * were called inactive; · = not tested or not shown.

Labels used below: A = CXCR6 inh; B = A3G deaminase; C = CCR6 antagonist; D = MPTP inh; E = EBI2 block; F = GRIN3A LBD mod; G = Gli-Sufu block; H = A3A deaminase
CCOC(=O)[C@@H]1[C@H]2COc3cc(OC)ccc3[C@H]2N2C(=O)N(c3cccc(F)c3)C(=O)[C@]12C
  A = 6	B = -7	C = 16	D = 0.6	E = 9	F = 2	G = -9	H = -2

CCCSc1cc(=O)n(-c2ccccc2)nc1C(=O)OCC
  A = 5	B = -3	C = -2	D = -1.9	E = 0	F = 2	G = 1	H = 5

Cc1ccc(S(=O)(=O)N2CCN(S(=O)(=O)N3CCC(C)CC3)CC2)c(C)c1
  A = 5	B = -7	C = 12	D = 1.3	E = 8	F = 0	G = -9	H = 0

O=S(=O)(c1cccs1)N1CCN(S(=O)(=O)c2cccs2)CC1
  A = 10	B = -9	C = -3	D = 2.5	E = -1	F = 0	G = -9	H = -2

CCN1C(=O)CCCc2ccccc21
  A = -2	B = -7	C = -3	D = -0.4	E = 6	F = -1	G = 6	H = 0

CCOC(=O)C1(CC2CCCCO2)CCN(Cc2nc3ccccc3nc2C)CC1 (centres undefined)
  A = -1	B = -2	C = 7	D = -0.2	E = -6	F = 0	G = 16	H = 0

COc1ccc(NC(=O)c2ccc(-n3cccn3)c([N+](=O)[O-])c2)cc1
  A = -3	B = -1	C = 6	D = -2.8	E = 6	F = 0	G = 4	H = 0

COc1cccc(-c2ccc(SCC(=O)NCCc3ccccc3)nn2)c1
  A = 2	B = 0	C = 0	D = 0.3	E = 15	F = 1	G = -7	H = 3

Cc1cccc2c1cnn2C(=O)CCC(=O)N1CC(C)CC(C)C1 (centres undefined)
  A = 1	B = -9	C = 0	D = -0.2	E = 14	F = -1	G = 1	H = -6

CCOc1ccccc1NC(=O)C12CC3CC(C1)CC(c1ccc(C)cc1)(C3)C2
  A = 11	B = -11	C = 5	D = 3.4	E = 3	F = -1	G = 13	H = -1

Cc1nn(Cc2ccc(Cl)cc2)c(Cl)c1/C=N/NC(=O)c1cccnc1
  A = 7	B = -3	C = 12	D = 2.2	E = 9	F = -6	G = -5	H = -1

CCOC(=O)Cc1csc(NC(=O)C(C)c2ccc([N+](=O)[O-])cc2)n1 (centres undefined)
  A = -10	B = 0	C = 2	D = 1.7	E = -4	F = -6	G = -5	H = 1

CCOc1ccc(NC(=O)COc2ccc(C(=O)N3CCC(C(N)=O)CC3)cc2OC)cc1
  A = -17	B = -7	C = 5	D = -0.9	E = 1	F = 0	G = -8	H = -5

CCOC(=O)C(C(=O)OCC)=C1OC(=O)c2ccccc21
  A = -7	B = 5	C = 0	D = 3.7	E = -2	F = 1	G = -3	H = 3

COC(=O)/C(=C/N(C)C)C(=O)N1CCN(c2ccc(Cl)c(Cl)c2)CC1
  A = -2	B = -6	C = 10	D = -1.5	E = -3	F = 1	G = 5	H = -1

CC(NC(=O)Cn1cnc2c1c(=O)n(C)c(=O)n2C)c1ccccc1 (centres undefined)
  A = -3	B = -2	C = -1	D = 1.7	E = 12	F = -1	G = 13	H = -5

COc1ccc(NCc2nc3ccccc3n2C)cc1
  A = -5	B = -6	C = -1	D = -0.1	E = -4	F = -3	G = -76	H = -3

CC(=O)c1ccc(NC(=O)C2CC(=O)N(C(C)C)C2)cc1 (centres undefined)
  A = 3	B = -8	C = -3	D = 0.6	E = -13	F = 1	G = -1	H = 2

CCc1ccc(C2c3[nH]c4ccccc4c3CCN2C(=O)c2cc(C)nn2C)cc1 (centres undefined)
  A = 3	B = -5	C = 17	D = 3.7	E = 1	F = -2	G = 25	H = -2

Cc1cccc(C(=O)N(Cc2cccs2)C2CCS(=O)(=O)C2)c1 (centres undefined)
  A = 4	B = -7	C = 5	D = -2.5	E = 7	F = 0	G = -2	H = -6

CCOc1ccc(NC(=O)CSc2nnc(-c3ccccn3)n2N)cc1
  A = 5	B = -3	C = -12	D = 1.0	E = -5	F = 2	G = 4	H = 0

O=C(NCCN1CCN(Cc2ccccc2)CC1)Nc1cc(Cl)cc(Cl)c1
  A = -11	B = -6	C = 6	D = 85*	E = -8	F = -1	G = -1	H = -3

CCc1nc2ccccc2c(C(=O)OCc2nnc(-c3ccccc3)o2)c1C
  A = 6	B = -2	C = 12	D = 0.4	E = 21	F = -10	G = 6	H = 0

CCOC(=O)c1c(NC(=O)COC(=O)CNC(=O)c2ccco2)sc(C)c1C
  A = 6	B = -4	C = 6	D = -6.9	E = -5	F = 4	G = 4	H = -2

CN(C)C(=O)c1ccc(COc2ccccc2Br)o1
  A = -14	B = -7	C = 3	D = -5.9	E = -6	F = 0	G = 6	H = -2

CSc1nnc(Cn2c(=O)sc3ccccc32)n1-c1cccc(Cl)c1
  A = 3	B = -6	C = -3	D = -0.7	E = 6	F = 2	G = 4	H = -2

Nc1cc(=O)[nH]c(SCC(=O)Nc2ncc(C(F)(F)F)cc2Cl)n1
  A = -9	B = -1	C = 4	D = 0.1	E = 2	F = -1	G = -4	H = 0

O=C(OC[C@@H]1CCCN2CCCC[C@H]12)c1cc2ccccc2oc1=O
  A = -5	B = 1	C = -5	D = -0.3	E = -11	F = -3	G = 3	H = 3

O=c1ccc2ccc(Oc3ccc([N+](=O)[O-])cc3Cl)cc2o1
  A = -5	B = -3	C = -5	D = -0.5	E = 5	F = 4	G = -8	H = 2

COc1ccc(Oc2nc(OC)cc(OC)n2)cc1
  A = -16	B = -4	C = 3	D = 1.3	E = -3	F = -4	G = -10	H = -3

O=C(NCCOCC(F)(F)C(F)F)c1cc(F)c(F)cc1Cl
  A = -6	B = -3	C = -29	D = 0.7	E = -2	F = 0	G = -1	H = 0

CCCCNC(=O)c1onc(CSc2ccccc2C)c1C(=O)O
  A = 3	B = -6	C = 3	D = 0.2	E = 0	F = 2	G = -18	H = -4

CC(C)(C)c1ccc(OCCC(=O)OCC(=O)NC2CC2)cc1
  A = 3	B = -9	C = 3	D = -0.8	E = 6	F = 3	G = 7	H = -3

CC(=NCCc1ccccc1)C1=C(O)CSC1=O
  A = 3	B = -5	C = -4	D = -2.0	E = -1	F = -2	G = -13	H = -2

COc1ccc(C(NCC(=O)NC(C)c2ccc(Cl)cc2)c2ccccc2)cc1 (centres undefined)
  A = 4	B = -4	C = 8	D = -0.1	E = 14	F = -1	G = 2	H = 5

O=C1CC(c2ccccc2)CC(=NCCO)/C1=C(\O)CCCN1C(=O)c2ccccc2C1=O (centres undefined)
  A = -6	B = -6	C = 5	D = -0.4	E = -8	F = -1	G = 7	H = 4

CCOc1ccc(NC(=O)CN(C)C(=O)c2csc3c2CCCC3)cc1OCC
  A = 1	B = -8	C = 3	D = -0.8	E = 11	F = 2	G = 1	H = -3

Brc1ccc(C2C3=C(Nc4ncnn42)c2ccccc2OC3c2ccncc2)cc1 (centres undefined)
  A = -2	B = -4	C = -3	D = 1.9	E = 17	F = -3	G = 9	H = -4

COc1ccccc1Oc1ccc2c(c1)C(=O)N(c1ccccc1)C2=O
  A = -14	B = -3	C = -4	D = 6.7	E = 3	F = -3	G = -3	H = 0

O=C(N/N=C/c1ccc(OC(F)F)cc1)c1cc[n+]([O-])cc1
  A = 4	B = -2	C = 9	D = -0.2	E = 4	F = -2	G = -6	H = 1

CC(C)C[C@H](NC(=O)OC(C)(C)C)C(=O)N/N=C/c1ccc2nccnc2c1
  A = -10	B = -3	C = -6	D = -2.1	E = -5	F = 2	G = -12	H = -2

COc1ccccc1CN1CC(C(=O)NCc2cnn(C)c2)CCC1=O (centres undefined)
  A = 3	B = -7	C = -3	D = 0.0	E = -20	F = 6	G = -4	H = -4

CCC(C)(C)n1nnnc1C(c1cccnc1)N1CCCC(C)C1 (centres undefined)
  A = 4	B = -6	C = 4	D = 0.4	E = 10	F = -2	G = -1	H = -1

CCOc1ccc(/C=N/NC(=O)C(=O)N2CCCCCC2)c2ccccc12
  A = 1	B = -2	C = 16	D = -0.2	E = 2	F = -11	G = 3	H = 4

Cc1ccc(-c2ccc(=O)n(CC(=O)NCCCN3CCCCC3C)n2)cc1 (centres undefined)
  A = 1	B = -2	C = -19	D = -1.6	E = -8	F = -1	G = -7	H = 0

N#C/C(=C/c1ccc(OCc2ccccc2)cc1)C(=O)NC1CCCCC1
  A = 3	B = -2	C = 0	D = 1.5	E = 27	F = 6	G = -52	H = 1

CN(CC(=O)NCCCc1ccccc1)Cc1ccc(Br)cc1
  A = 0	B = -4	C = 22	D = 1.3	E = -1	F = 0	G = 10	H = 1

Nc1c(N(CCO)C(=O)/C=C/c2ccco2)c(=O)[nH]c(=O)n1Cc1ccccc1
  A = -3	B = -1	C = 2	D = 0.3	E = -5	F = 1	G = -1	H = 2

O=C(O)CSc1nnc(COc2ccc([N+](=O)[O-])cc2)n1-c1ccccc1
  A = -8	B = -3	C = 7	D = -0.4	E = -3	F = 0	G = -19	H = 1

COCC(=O)N1CCC(Oc2ccc(C(=O)NCc3cc(C(C)C)no3)cc2)CC1
  A = -7	B = 17	C = 1	D = -0.5	E = 0	F = 1	G = -16	H = 5

O=C(c1cccc(Cl)c1)N1CCN(Cc2ccncc2)CC1
  A = -4	B = ·	C = -7	D = -0.3	E = -2	F = 0	G = -3	H = ·

CC(=O)Nc1nc(SCC(=O)NCc2ccc(F)cc2)[nH]c(=O)c1NC(=O)c1cccs1
  A = 3	B = -6	C = -2	D = -0.8	E = -12	F = -1	G = -7	H = -3

Rewritten with two lines to a compound: entries from further up.
Each structure is followed by: CXCR6 inh	A3G deaminase	CCR6 antagonist	MPTP inh	EBI2 block	GRIN3A LBD mod	Gli-Sufu block	A3A deaminase
CSc1nnc(Cn2c(=O)sc3ccccc32)n1-c1cccc(Cl)c1
→ 3	-6	-3	-0.7	6	2	4	-2
Nc1cc(=O)[nH]c(SCC(=O)Nc2ncc(C(F)(F)F)cc2Cl)n1
→ -9	-1	4	0.1	2	-1	-4	0
O=C(OC[C@@H]1CCCN2CCCC[C@H]12)c1cc2ccccc2oc1=O
→ -5	1	-5	-0.3	-11	-3	3	3
O=c1ccc2ccc(Oc3ccc([N+](=O)[O-])cc3Cl)cc2o1
→ -5	-3	-5	-0.5	5	4	-8	2
COc1ccc(Oc2nc(OC)cc(OC)n2)cc1
→ -16	-4	3	1.3	-3	-4	-10	-3
O=C(NCCOCC(F)(F)C(F)F)c1cc(F)c(F)cc1Cl
→ -6	-3	-29	0.7	-2	0	-1	0
CCCCNC(=O)c1onc(CSc2ccccc2C)c1C(=O)O
→ 3	-6	3	0.2	0	2	-18	-4
CC(C)(C)c1ccc(OCCC(=O)OCC(=O)NC2CC2)cc1
→ 3	-9	3	-0.8	6	3	7	-3
CC(=NCCc1ccccc1)C1=C(O)CSC1=O
→ 3	-5	-4	-2.0	-1	-2	-13	-2
COc1ccc(C(NCC(=O)NC(C)c2ccc(Cl)cc2)c2ccccc2)cc1 (centres undefined)
→ 4	-4	8	-0.1	14	-1	2	5
O=C1CC(c2ccccc2)CC(=NCCO)/C1=C(\O)CCCN1C(=O)c2ccccc2C1=O (centres undefined)
→ -6	-6	5	-0.4	-8	-1	7	4
